# UDG counter: Primary qHTS assay for inhibitors of Activation Induced Cytidine Deaminase (AID): UDG Counterscreen signal. Uracil-DNA glycosylase. FRET deamination/UDG coupled assay, UDG read, 4 h. Potency, µM (highest dose often 115 µM), without a hit: at the highest dose activity change, negative = inhibition, most hits filed as inhibitors. 91,000 compounds, 0.14% hits. AID 1347430, 2020; note: nearly all actives have a fitted effect of over 65% in size
# AID inh: Primary qHTS assay for inhibitors of Activation Induced Cytidine Deaminase (AID): AID signal | Single-stranded DNA cytosine deaminase (Homo sapiens), Q9GZX7 | AID deamination FRET fluorescence, UDG-coupled, 4 h | Potency, µM (top dose mostly 115 µM), for inactives: at the highest dose activity change, negative = inhibition, hits mostly inhibitors | 91,000 compounds, 0.32% hits | AID 1347428, 2020; note: nearly all actives have a fitted effect of over 25% in size
# Target sequence (Q9GZX7 whole entry, looked up): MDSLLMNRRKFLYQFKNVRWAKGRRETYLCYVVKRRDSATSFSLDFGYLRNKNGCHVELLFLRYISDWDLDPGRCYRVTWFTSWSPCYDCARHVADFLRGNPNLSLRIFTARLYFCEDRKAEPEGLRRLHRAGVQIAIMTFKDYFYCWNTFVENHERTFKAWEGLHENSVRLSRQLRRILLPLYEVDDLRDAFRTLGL
# The depositor's hits bear a star; ? = inconclusive; & = joins results of further samples; [ ] = another dose, or the depositor's remark. Calls come from the whole dose curve; as a rule, active = well fitted curve in the direction sought with a large enough effect; inconclusive = small, poorly fitted or top-dose-only effect, or another doubt; inactive = no such curve, though single readings can be large; an effect the other way counts as inactive or inconclusive. % is set by controls: 0 for no effect and ±100 for the full control effect; potency is the fitted concentration of half-maximal effect. An excerpt; rates above refer to the full screens.
SMILES,UDG counter,AID inh
COc1ccc(C)c2sc(NC(=O)c3ccc(S(=O)(=O)N4CCOCC4)cc3)nc12,-4%,11%
Cc1cc(C)cc(NC(=O)Cc2csc(COc3cccc(C)c3)n2)c1,1%,3%
O=C(OCc1cc2ccccc2[nH]c1=O)c1ccco1,-3%,7%
N#CC1=C(N)OC2=C(C(=O)CC(c3ccccc3)C2)C1c1ccccc1F (configuration not stated),6%,12%
CC(=O)c1c(C)nc2nc(-c3ccccc3)nn2c1C,2%,3%
NC(=O)C(Sc1ncccc1Cl)c1ccccc1 (configuration not stated),6%,13%
O=C(O)C1CCCCC1C(=O)NC1CCN(Cc2ccccc2)CC1 (configuration not stated),1%,9%
Cc1ccccc1OCCCCn1nnc2sc3c(c2c1=O)CCC(C)C3 (configuration not stated),-19%,-10%
COc1ccccc1NC1(c2nnnn2-c2c(C)cccc2C)CCCC1,-4%,?
COc1ccc2cc3c(N)nn(C(=O)c4ccc(F)cc4Cl)c3nc2c1,-8%,?
C=CCc1ccccc1OCCSc1nc(-c2cccs2)nc2cc(=O)[nH]n12,32%[activator],-4%
Cc1cc2n(n1)CCC(=O)N2Cc1ccc(C(=O)Nc2ccc(F)cc2F)cc1,-1%,-12%
Cc1ccc(NC(=O)CCCN2C(=O)COc3ccc(C)cc32)c(C)c1,-7%,?
CC(C)CCn1c(N2CCN(Cc3ccccc3Cl)CC2)nc2c1c(=O)[nH]c(=O)n2C,7%,-8%
Fc1ccc(-c2csc(NCc3ccco3)n2)cc1F,-12%,-9%
COc1ccc(-c2[nH]ncc2C(=O)NCc2ccccc2C)cc1,-2%,8%
CCOc1ccc(C(C)NC(=O)c2snnc2CC)cc1OCC (configuration not stated),-9%,1%
CCCCc1ccc(-n2nc3cc(C)c(NC(=O)Cc4ccccc4)cc3n2)cc1,1%,10%
CCOc1ccc(CCNc2nc3ccccc3n3c(C)nnc23)cc1OCC,-3%,3%
Cc1nc2cc(-c3cccc(F)c3)nn2c(C)c1CCC(=O)Nc1ccccc1C(N)=O,8%,6%

# Some values from above:
# CCOc1ccc(CCNc2nc3ccccc3n3c(C)nnc23)cc1OCC in AID inh: 3%
# COc1ccc2cc3c(N)nn(C(=O)c4ccc(F)cc4Cl)c3nc2c1 in UDG counter: -8%

# Other results
SMILES,UDG counter,AID inh
Cn1nc(C(=O)OCC(=O)NCc2ccco2)c2ccccc2c1=O,-4%,-8%
C=CCN(Cc1ccccc1F)C(=O)Cc1nn(C)c(=O)c2ccccc12,0%,14%
Cc1ccc(-n2c(=O)c3c(cnn3C)n(CC(=O)Nc3c(C)cccc3C)c2=O)cc1,?,12%
Cc1cc(NC(=O)c2ccc(-c3ccc(Cl)cc3)o2)cc(-c2nc3ncccc3o2)c1O,3%,9%
Fc1ccc(-c2noc3ncnc(NCc4ccc(Cl)cc4)c23)cc1,4%,0%
Cc1ccccc1NC(=O)CSc1nc(-c2ccco2)nc2cc(=O)[nH]n12,0%,-15%
C1=C(CCNCc2ccccn2)CCCC1,-2%,31%[activator]
Cc1ccc(Cl)cc1-n1ncc2c(NCC3CCCO3)ncnc21 (configuration not stated),-6%,-14%
Cc1ccc(S(=O)(=O)Oc2ccc3c(c2)O/C(=C\c2cccc(C)c2)C3=O)cc1,-2%,-8%
Cc1[nH]c2ccccc2c1C(=O)C(C)OC(=O)c1ccc2c(c1)NC(=O)CS2 (configuration not stated),-6%,-12%
CCOC(=O)C1CCCN(C(=O)c2ccc(C)c(NC(=O)c3nsc4ccccc34)c2)C1 (configuration not stated),-15%,-13%
Cc1cccc(C)c1Nc1c(-c2ccc(N3CCOCC3)cc2)nc2ncccn12,1%,-16%
COc1ccc(Oc2c(C)oc3cc(OCC(=O)c4ccccc4)ccc3c2=O)cc1,6%,-2%
CCCCn1nc(C(=O)Nc2nc3c(s2)CCCCC3)c2ccccc2c1=O,-6%,-13%
CCCn1cc(S(=O)(=O)c2cc(C)ccc2C)c(=O)c2cc(F)c(N3CCCCCC3)cc21,-5%,?
O=C(CSc1nc(=O)[nH]c2c1CCCC2)NCc1ccccc1,-3%,9%
Cc1oc(-c2ccccc2)nc1C(=O)OCC(=O)NC(N)=O,2%,-3%
COc1cccc(-n2c(=O)c3c4c(sc3n(Cc3ccccc3C#N)c2=O)CCCC4)c1,-5%[57.5 µM],3%
CC(C)CN(CC(=O)NC(=O)NC(C)C)C1CC1,9%,7%
COc1cccc(CNC(=O)CN2C(=O)N(c3cccc(C)c3)S(=O)(=O)c3ccccc32)c1OC,0%,-6%

# Record cards, from the list above. Values in the order: UDG counter, AID inh
# `C1=C(CCNCc2ccccn2)CCCC1` is listed as -2%, 31%[activator]
# `Fc1ccc(-c2noc3ncnc(NCc4ccc(Cl)cc4)c23)cc1` is listed as 4%, 0%
# `Cn1nc(C(=O)OCC(=O)NCc2ccco2)c2ccccc2c1=O` is listed as -4%, -8%
# `Cc1oc(-c2ccccc2)nc1C(=O)OCC(=O)NC(N)=O` is listed as 2%, -3%
# `Cc1ccc(-n2c(=O)c3c(cnn3C)n(CC(=O)Nc3c(C)cccc3C)c2=O)cc1` is listed as ?, 12%

# 4 compounds drawn at random from those above:
SMILES,UDG counter,AID inh
Fc1ccc(-c2noc3ncnc(NCc4ccc(Cl)cc4)c23)cc1,4%,0%
C1=C(CCNCc2ccccn2)CCCC1,-2%,31%[activator]
Cc1cccc(C)c1Nc1c(-c2ccc(N3CCOCC3)cc2)nc2ncccn12,1%,-16%
Cc1ccccc1NC(=O)CSc1nc(-c2ccco2)nc2cc(=O)[nH]n12,0%,-15%

# Carrying on.
SMILES,UDG counter,AID inh
CCCCCCCCCCCC(=O)N/N=C\CC(C)C,-12%,-15%
COc1ccccc1CN1CCC(CNC(=O)c2cnn(-c3ccccc3Cl)c2C2CCN(C(=O)OC(C)(C)C)CC2)CC1,?,45µM*
CCC(CC)C(=O)OCc1cc(=O)n2nc(C3CC3)sc2n1,-13%,232%[activator]
CC(C(=O)N1CCCCC1)N(C)CC(=O)Nc1ccc(Cl)c(C(F)(F)F)c1 (configuration not stated),1%,2%
CC(C)N(CCNC(=O)c1nn(C)c(=O)c2ccccc12)C(C)C,8%,-4%
Cc1ccc(S(=O)(=O)NCCc2csc3nc(-c4ccccc4F)nn23)cc1C,7%,-13%
O=C(OCC(=O)c1c[nH]c2ccccc12)c1ccc(O)cc1,0%,8%
CC(=O)N1c2ccc(S(=O)(=O)NCC3CCC(C(=O)Nc4cccc(C)c4C)CC3)cc2CC1C (configuration not stated),5%[57.5 µM],3%
Cc1ccc(OCC(=O)Nc2cccc(C(=O)OCc3cc(=O)n4c(C)csc4n3)c2)cc1,?,?
Cc1cc(C)c2oc(C(=O)Nc3nc4ccc(Cl)cc4s3)cc(=O)c2c1,-15%[57.5 µM],-3%
O=c1c(=O)n(-c2ccc(F)c(F)c2)ccn1Cc1c(F)cccc1Cl,-2%,6%
CC(=O)c1cccc(NC(=O)c2cccc(S(=O)(=O)N3CCOCC3)c2)c1,-10%,-8%
COc1ccc(CN(C(=O)c2nn(C)c(=O)c3ccccc23)C2CCS(=O)(=O)C2)cc1 (configuration not stated),-9%,-4%
O=C(CSc1ncc(CO)n1Cc1ccccc1)Nc1ccc(C(F)(F)F)cc1,-18%,-27%
Cc1ccc(NC(=O)c2ccc(NC(=O)N3CCSc4ncccc43)cc2)c(C)c1,-5%,13%
COCCCNc1nc2cc(OC)c(OC)cc2c2nc(-c3ccccc3)nn12,?,-1%
COC(=O)c1ccccc1NC(=O)c1cnc(Nc2ccc(OC)cc2)c2ccccc12,-4%,-3%
O=C(CSc1nc(-c2ccccc2)[nH]c1-c1ccc(F)cc1)NC1CCCC1,-16%,2%
COc1ccc(NC(=O)Cn2c(=O)n(Cc3ccco3)c(=O)c3cc(OC)c(OC)cc32)cc1,-8%,-1%
Cc1ccc(CNC(=O)C2(CC(=O)NC(C)(C)C)CCCC2)cc1,9%,-5%
CSc1ccc(CCNC(=O)c2ccc3c(c2)nc2n3CCC(C)C2)cc1 (configuration not stated),1%[57.5 µM],-17%
CCCN(CCC)CCNC(=O)c1ccc(CN2CC(=O)N3CCCCC3C2=O)cc1 (configuration not stated),-3%,2%
O=C(CCS(=O)(=O)C1CCCC1)NCC1CN(Cc2ccccc2)CCO1 (configuration not stated),9%,4%
O=C(CCc1cccs1)NCc1ccco1,-11%,-14%
Cc1nc2n(c(=O)c1C)CN(CCN1CCOCC1)CN2c1ccc(Oc2ccccc2)cc1,-5%,-8%
N#Cc1ccccc1COC(=O)c1cc2ccccc2[nH]1,-4%,-5%
CC(C)CNC(=O)C1CCN(C(=O)C(C)(C)C)CC1,-9%,-8%
CCCS(=O)(=O)c1nc(S(=O)(=O)c2ccc(C)cc2)c(N(C)Cc2ccccc2)s1,-8%,?
O=C(Nc1sc2c(c1C(=O)NCc1ccco1)CCCC2)c1cc(=O)c2cc(Cl)ccc2o1,3%[57.5 µM],-13%
CSc1nc(C(C)C)nc(C)c1C(=O)Nc1ccc(Cl)cc1C,-2%,1%
Cc1ccc(/C=C/C(=O)N2CCC(c3nc4ccccc4o3)CC2)cc1,-2%[57.5 µM],17%
CCOc1ccc(NC(=O)COc2ncnc3ccc(Br)cc23)cc1,5%,-13%
COc1ccc(NC(=O)C(C)SCCO)cc1Cl (configuration not stated),-7%,-2%
O=C(NCc1ccccc1Cl)c1ccc2c(c1)N(Cc1ccccc1)C(=O)c1ccccc1S2,1%,-3%
Cc1ccc(NC(=O)CC2Nc3ccccc3NC2=O)cc1C (configuration not stated),-6%,-5%
Cc1sc(NC(=O)CC(C)C)c(C#N)c1C,-9%,1%
Cc1ccc(-n2nc(C)c3c(C(=O)Nc4ccc(Br)c(C)c4)cc(C)nc32)cc1,0%,4%
Cc1ccc(S(=O)(=O)N(CCc2ccccc2)CC(=O)Nc2ccccc2C)cc1,-2%,-23%
CCOc1ccccc1C(=O)NCc1ccc2c(c1)CCN2C(C)=O,-1%,14%
Cc1cc(C)cc(NC(=O)COC(=O)Cn2cnc3c2c(=O)n(C)c(=O)n3C)c1,-4%,-5%

# Next part; it opens with the 6 that closed the last part.
SMILES,UDG counter,AID inh
Cc1ccc(NC(=O)CC2Nc3ccccc3NC2=O)cc1C (configuration not stated),-6%,-5%
Cc1sc(NC(=O)CC(C)C)c(C#N)c1C,-9%,1%
Cc1ccc(-n2nc(C)c3c(C(=O)Nc4ccc(Br)c(C)c4)cc(C)nc32)cc1,0%,4%
Cc1ccc(S(=O)(=O)N(CCc2ccccc2)CC(=O)Nc2ccccc2C)cc1,-2%,-23%
CCOc1ccccc1C(=O)NCc1ccc2c(c1)CCN2C(C)=O,-1%,14%
Cc1cc(C)cc(NC(=O)COC(=O)Cn2cnc3c2c(=O)n(C)c(=O)n3C)c1,-4%,-5%
CC(C)CCNC(=O)c1ccc(Cn2c(=O)c3cccn3c3cccnc32)cc1,5%,1%
COc1ccc(C(=O)COC(=O)c2cc(Cl)ccc2Cl)c(OC)c1,-4%,-7%
CN(C)C(=O)c1ccc(NC(=O)c2ccc(C#N)cc2)cc1,-15%,-7%
O=C(CSc1nnc2ccc(-c3ccco3)nn12)NC1CCCCC1,1%,2%
CC(=O)N(C)c1ccc(NC(=O)Cn2c(C)cc3ccccc32)cc1,-9%,-1%
Cc1ccccc1CNC(=O)CCCn1ncn2c(cc3occc32)c1=O,13%,5%
Cc1c(-c2ccccc2)c(=O)oc2c(CN3CCN(C)CC3)c(O)ccc12,-16%,3%
O=C(O)c1ccc(S(=O)(=O)Nc2cc(F)ccc2OCC(F)(F)F)cc1,4%,6%
Cc1cc(S(=O)(=O)Nc2ccc(C(F)(F)F)cc2)sc1C(=O)O,-4%,-5%
CC(=O)N1CCC2(CC1)OC(=O)C(C)=C2C(=O)NCCN1CCOCC1,1%,1%
COc1ccccc1NC(=O)C1=C(C)Nc2nc(SCc3ccccc3Cl)nn2C1c1ccncc1 (configuration not stated),-6%,-19%
CCc1cc(C(=O)Nc2cnn(Cc3ccccc3C)c2)no1,-11%,-12%
CCCC1Cc2c(sc3nc(SCc4ccccc4)nc(N)c23)CO1 (configuration not stated),-7%,-4%
CCC(C)NS(=O)(=O)c1ccc(N2CCCCS2(=O)=O)cc1 (configuration not stated),6%,7%
O=C(O)c1ccc(Br)o1,-1%,0%
COC(=O)/C(C#N)=C\c1ccc(OCc2ccccc2Cl)c(OC)c1,5%,8%
Cc1ccccc1C1CCCN1C(=O)c1cc(-c2cccs2)on1 (configuration not stated),-11%,-19%
O=S(=O)(Cc1ccc(F)cc1)Cc1nc2ccccc2s1,-1%,-5%
O=C(Nc1cc(Cl)ccc1O)c1cc(-c2ccc3c(c2)OCO3)on1,-27%,21%
COc1ccc(NC(=O)Cc2csc(COc3cccc(C)c3)n2)c(OC)c1,7%,69%
Cc1ccc2c(c1)sc1nc(-c3cc4cc(Cl)ccc4oc3=O)cn12,-1%,8%
N#Cc1nc(/C=C/c2ccc(F)cc2)oc1N1CCN(c2ccccc2)CC1,0%&2%,-2%&-10%
Cc1ccccc1C(=O)Nc1sc2c(c1C(=O)N1CCC(C)CC1)CCC(C)C2 (configuration not stated),3%,-1%

# Screening results from PubChem BioAssay.
